Assay outcomes from PubChem BioAssay.
mcGAS inh: cyclic GMP-AMP synthase inhibitors, mouse, primary biochemical chemiluminescence. recombinant cGAS, Kinase-Glo ATP depletion luminescence. inhibition, % at 12.5 µM. 0.15% of 160,000 active. Q8C6L5;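 also: 0% = negative control wells and 100% = reference inhibitor with no enzyme activity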
hcGAS lum: Primary biochemical luminescence assay for human cyclic GMP-AMP synthase inhibitors. 0.081% of 290,000 active. recombinant h-cGAS, ATP depletion, Kinase-Glo luminescence. Q8N884. inhibition, % at 12.5 µM;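 also: 0% = vehicle reaction and 100% = reaction without DNA for no activity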
Target sequence (Q8N884 whole entry, looked up): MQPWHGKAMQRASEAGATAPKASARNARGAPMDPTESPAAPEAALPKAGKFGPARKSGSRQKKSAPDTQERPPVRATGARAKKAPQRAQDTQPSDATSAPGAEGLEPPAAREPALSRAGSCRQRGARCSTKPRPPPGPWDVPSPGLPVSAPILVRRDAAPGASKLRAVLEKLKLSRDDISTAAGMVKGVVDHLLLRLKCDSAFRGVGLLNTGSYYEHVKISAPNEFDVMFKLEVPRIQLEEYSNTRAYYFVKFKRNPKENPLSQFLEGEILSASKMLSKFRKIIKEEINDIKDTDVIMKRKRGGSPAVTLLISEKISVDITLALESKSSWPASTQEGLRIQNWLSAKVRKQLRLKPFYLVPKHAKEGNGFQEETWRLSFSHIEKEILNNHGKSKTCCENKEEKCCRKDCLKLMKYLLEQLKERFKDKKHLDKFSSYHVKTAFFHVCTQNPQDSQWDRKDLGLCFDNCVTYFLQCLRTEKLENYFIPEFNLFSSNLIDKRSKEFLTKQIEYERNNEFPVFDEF
NPYLR7 ag: agonists of mosquito NPYLR7 receptor, primary screen, cell-based, Aedes aegypti, calcium fluorescence, mosquito biting behavior; Aedes aegypti neuropeptide Y-like receptor 7 (NPYLR7); HEK293T NPYLR7/Galpha15, GCaMP6s calcium fluorescence; activation, % at 10 µM; 0.15% of 270,000 active; in the data active = activation above about 40%;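 also: 0% = vehicle and 100% = reference agonist at the receptor; some compounds past the cut are filed as inactive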
An asterisk follows results filed as active; · = not tested or not shown; & = joins results of further samples. Rule as the data show it, unless noted: active = inhibition above about 40%; inactive = the rest. An unsorted share of the library; any-hit rate near 0.26%.

1	COc1cccc(N=c2scc(-c3ccccc3)n2CCCN2CCCCC2C)c1 (stereo not drawn)
2	COc1cc(C)c(S(=O)(=O)NCCn2nc(-c3ccc(F)cc3)ccc2=O)cc1C
3	CCOc1ncccc1-c1ccc2ncsc2c1
4	c1ccc(-c2nc(CSc3nnc(-c4ccc5c(c4)OCO5)o3)cs2)cc1
5	Cc1ccc(N=C2SC(C(=O)Nc3ccccc3F)CC(=O)N2C)cc1Cl (stereo not drawn)
6	COc1ccc(CNC(=O)CCC2CCCN(C(=O)C3=CCCCC3)C2)c(OC)c1 (stereo not drawn)
compound no.,1,2,3,4,5,6
mcGAS inh,·,-8.1,-16.7,-5.8,·,·
hcGAS lum,-7.1,-6.5,-4.3,-10.3,4.7,-4.0
NPYLR7 ag,-11.0,-5.5,24.4,-0.2,1.5,2.1

7	Cc1cc(CS(=O)(=O)Cc2csc(-c3ccc(F)cc3)n2)on1
8	COc1ncc(CN2CCOC(Cc3cccc4ccccc34)C2)cn1 (stereo not drawn)
9	CCc1cccc(NC(=O)CSc2ncc(S(=O)(=O)c3ccc(C(C)(C)C)cc3)c(=O)[nH]2)c1
10	Cc1cc(C(=O)N(CCCN2CCOCC2)c2nc3ccc(Cl)cc3s2)no1
11	C=CCN(CC(=O)N(Cc1cccn1C)C1CC1)C(=O)Nc1ccc(OC)cc1OC
12	CCc1ccc(C(NC(=O)Cn2ccc(=O)[nH]c2=O)C(C)(C)C)o1 (stereo not drawn)
compound no.,7,8,9,10,11,12
mcGAS inh,·,·,-6.8,-6.0,-5.7,·
hcGAS lum,-1.4,-8.2,-4.3,-10.6,-1.9,-17.9
NPYLR7 ag,5.8,6.5,-2.4,5.3,17.4,5.7

13	CCn1c(C)csc1=Nc1ccc(Cl)cc1
14	O=C(Cc1cccc(C(F)(F)F)c1)CC1Nc2ccccc2NC1=O (stereo not drawn)
15	CCc1ccc(-c2cn3c(C(=O)N4CC=CC4CO)csc3n2)cc1 (stereo not drawn)
16	c1ccc(C2=C(c3ccccc3)N3CCN=C3S2)cc1
17	Cc1nc(Cc2nc(-c3ccc(N4CCCC4=O)cc3)cs2)cs1
18	CCOc1ccc(-c2cc(=O)n(CC(=O)NC(C)c3ccccc3)cn2)cc1 (stereo not drawn)
compound no.,13,14,15,16,17,18
mcGAS inh,·,·,·,·,·,·
hcGAS lum,-9.6,-2.6,-12.3,-10.6,-3.2,-12.2
NPYLR7 ag,3.5,1.6,16.0,-4.5,-4.8,10.0

19	COc1ccccc1Oc1cc(N2CCN(C(=O)c3ccc(Cl)cc3Cl)C(C)C2)ncn1 (stereo not drawn)
20	CCc1nc2n(n1)C(=O)C(C(c1ccc(F)cc1)N1CCCC1)S2 (stereo not drawn)
21	CC(=O)Oc1c(-c2ccc(N)cc2)c(-c2ccc(N(C)C)cc2)nn1-c1ccc(C)cc1
22	COCCNC(=O)[C@H]1C[C@@H](O)[C@H](O)[C@@H]2N=C(Nc3ccc(C(C)C)cc3)S[C@@H]21
23	O=C1CCC(NC(=O)NCCc2csc(-c3ccccc3)n2)CN1 (stereo not drawn)
24	CC1CN(S(=O)(=O)c2ccc(S(=O)(=O)C(F)F)cc2)C(C)CO1 (stereo not drawn)
compound no.,19,20,21,22,23,24
mcGAS inh,-6.4,-7.4,·,-2.1,-10.2,-12.9
hcGAS lum,-6.3,-9.5,2.7,0.0,-6.4,-4.5
NPYLR7 ag,3.4,-0.7,-9.7,-12.7,1.5,0.9

25	CC1CCCN(C(=O)Nc2cccc(S(=O)(=O)C(F)F)c2)C1 (stereo not drawn)
26	CCCCc1nc(Cn2cncn2)no1
27	O[C@@H]1CN(CCCC2CCCC2)CC[C@H]1c1ccc2c(c1)OCO2
28	Cc1nc(Cc2ccc(-n3ccnc3-c3nccn3C)cc2)n[nH]1
29	CC1CCC2(OC1)OC1CC3C4CC[C@H]5C[C@@H](O)CC[C@]5(C)C4CC(=O)[C@]3(C)C1C2C (stereo partly drawn)
30	O=C(NCc1ccccc1F)c1cccc(OC(F)F)c1
compound no.,25,26,27,28,29,30
mcGAS inh,·,·,-13.3,·,-2.1,·
hcGAS lum,-7.9,-9.1,-6.3,-5.2,-3.7,-3.8
NPYLR7 ag,7.6,16.4,10.7,1.0,·,4.2

Ordered by count of non-hydrogen atoms (largest number first): part of the list above.
29	CC1CCC2(OC1)OC1CC3C4CC[C@H]5C[C@@H](O)CC[C@]5(C)C4CC(=O)[C@]3(C)C1C2C (stereo partly drawn)
28	Cc1nc(Cc2ccc(-n3ccnc3-c3nccn3C)cc2)n[nH]1
24	CC1CN(S(=O)(=O)c2ccc(S(=O)(=O)C(F)F)cc2)C(C)CO1 (stereo not drawn)
26	CCCCc1nc(Cn2cncn2)no1
compound no.,29,28,24,26
mcGAS inh,-2.1,·,-12.9,·
hcGAS lum,-3.7,-5.2,-4.5,-9.1
NPYLR7 ag,·,1.0,0.9,16.4

Later entries
31	Cc1onc(-c2ccccc2)c1C(=O)NC1CCCCC1C (stereo not drawn)
32	CNc1nc(-c2cc(Cl)ccc2Cl)cs1
33	CCCn1nc(Oc2nc(NCC)nc(NC(C)C)n2)ccc1=O
34	CCC(=O)N1CCCC(NS(=O)(=O)c2cccc(F)c2)C1 (stereo not drawn)
35	CCN(CC)c1ccc(C2C(C#N)=C(C)NC3=C2C(=O)CC(c2ccccc2)C3)cc1 (stereo not drawn)
36	O=C(COc1coc(CN2CCN(c3ccc(F)cc3)CC2)cc1=O)NCc1ccco1
compound no.,31,32,33,34,35,36
mcGAS inh,-5.7,·,-4.2,·,-7.2,-7.6
hcGAS lum,-7.3,-6.3,-9.7,-7.8,2.7,-7.1
NPYLR7 ag,-2.4,0.9,-0.2,8.4,8.4,-1.1

37	CCCCCCCCc1ccc(-c2ccc(NC(=O)c3c(-c4ccccc4Cl)noc3C)cc2)cc1
38	CCn1c(C2CCN(S(=O)(=O)N3CCN(C)CC3)CC2)nn(C)c1=O
39	C(=C\c1ccccc1)/CN1CCC(n2cc(-c3ccsc3)nn2)CC1
40	CC(=O)NC(Cc1nc(C(C)n2ccnc2)no1)c1ccc(C)cc1 (stereo not drawn)
41	N=C(N)Sc1cn(Cc2ccccc2)c2ccccc12
42	C=CCN(Cc1ccc(F)cc1)C(=O)c1sccc1C
compound no.,37,38,39,40,41,42
mcGAS inh,-3.7,-14.3,·,·,-6.1,-17.4
hcGAS lum,-3.1,0.7,-2.6,-9.2,-6.4,-4.1
NPYLR7 ag,-4.3,2.1,18.0,1.7,-11.0,-6.0

43	O=C(Cc1ccc(F)c(F)c1)NS(=O)(=O)N1CCc2ccccc21
44	COC(C)(C)CC(C)NCCC(=O)N1CCC(C)CC1 (stereo not drawn)
45	CC1(C)Cc2nc(-c3ccccc3)nc(SCC(=O)O)c2CO1
46	COc1cc(OC)c(OC)cc1/C=C1\N=C(c2ccccc2)OC1=O
47	O=C1COc2ccc(C(=O)C=Cc3cccc(Cl)c3Cl)cc2N1
48	CC1(C)C2CCC1(C)C(Nc1ncnc3sccc13)C2 (stereo not drawn)
compound no.,43,44,45,46,47,48
mcGAS inh,2.9,·,·,·,5.9,-6.6
hcGAS lum,6.6,-6.1,-3.0,4.3,7.5,-12.9
NPYLR7 ag,0.7,11.3,-12.9,-2.7,-3.3,6.4

49	CS(=O)(=O)N1CCc2cc(C(=O)CSc3nnc(C4CC4)n3C3CC3)ccc21
50	CCOC(=O)c1c(C)n(CC)c2ccc(OC)cc12
51	CC(C)c1ccc(CCC(=O)N(C)C2CCCCC2S(C)(=O)=O)cc1 (stereo not drawn)
52	Cc1nc2c(c(=O)n1C)CCN(C(=O)CN1CCC(c3ccccc3)C1)CC2 (stereo not drawn)
53	CN(C)CCCNc1nc(Nc2ccc(Cl)cc2)c2nccnc2n1
54	Cc1ccc(-c2ccc(CCC(=O)NCc3ccc(C)o3)n2-c2ccc(CC#N)cc2)c(C)c1
compound no.,49,50,51,52,53,54
mcGAS inh,·,-3.6,-17.4,·,·,-6.5
hcGAS lum,-5.6,-0.2,-6.4,-5.1,0.7,-5.7
NPYLR7 ag,-0.8,-9.2,-2.5,0.6,4.3,-4.4

Shown field by field: entries from further up.
#52 Cc1nc2c(c(=O)n1C)CCN(C(=O)CN1CCC(c3ccccc3)C1)CC2 (stereo not drawn)
  mcGAS inh: ·
  hcGAS lum: -5.1
  NPYLR7 ag: 0.6

#53 CN(C)CCCNc1nc(Nc2ccc(Cl)cc2)c2nccnc2n1
  mcGAS inh: ·
  hcGAS lum: 0.7
  NPYLR7 ag: 4.3

Further structures follow.
55	O=C(NCc1ccccc1)c1cccc(OC2CCN(C3CCCCC3)CC2)c1
56	NCc1ccc(-c2ccc(Cl)cc2)cc1F
57	CCOC(=O)C1CCCN(C(=O)c2c(C)nn(-c3ccccc3)c2-c2ccccc2)C1 (stereo not drawn)
58	CCOC(=O)C1(Cc2ccc(OC)cc2)CCN(C(=O)c2cc3ccccc3[nH]2)CC1
59	Cn1nc(N2CCN(S(=O)(=O)c3ccc4c(c3)OCCO4)CC2)c(=O)n(C)c1=O
60	Cc1cccc(C2c3cccn3-c3ccccc3N2C(=O)CN(C(=O)COCc2ccccc2)C2CC2)c1 (stereo not drawn)
compound no.,55,56,57,58,59,60
mcGAS inh,-10.7,·,-4.7,·,·,-4.5
hcGAS lum,-4.8,-8.8,-8.2,-5.2,-4.9,-1.5
NPYLR7 ag,4.3,3.8,22.7,10.2,-0.1,-8.7

61	Cc1c(C(=O)NCc2cccc(C(F)(F)F)c2)cc(-c2ccccc2)n1-c1ccc(F)cc1
62	COc1ccc(OC2C(=O)N(c3ccccc3Cl)C2c2ccc(OC)c(OC)c2)cc1 (stereo not drawn)
63	O=C(c1ccco1)N1CCN(c2nccc(-c3ccco3)n2)CC1
64	Cc1ccc(C(=O)N2CCC3(CC2)CC(=O)c2ccc(N4CCCC4)cc2O3)s1
65	O=C(c1ccc(CS(=O)(=O)c2ncccc2Cl)cc1)N1CCCC1
66	Cc1noc(C)c1C(=O)N1CCCC(N2CCN(c3cccc(C(F)(F)F)c3)CC2)C1 (stereo not drawn)
compound no.,61,62,63,64,65,66
mcGAS inh,-4.9,·,-6.1,·,·,·
hcGAS lum,-4.2,2.0,-4.8,3.2,-7.2,-5.9&4.9
NPYLR7 ag,-4.4,-5.9,13.4,-3.5,-6.0,14.1&2.3

As entered above.
compound 61 in mcGAS inh → -4.9
compound 64 in NPYLR7 ag → -3.5
compound 66 in NPYLR7 ag → 14.1&2.3
compound 62 in hcGAS lum → 2.0
compound 65 in NPYLR7 ag → -6.0

The list continues.
67	O=C(CSc1ccccc1)N1CC(=O)N2CCc3c(F)cccc3C2C1 (stereo not drawn)
68	Cn1c(CN2CCCC2c2ccccc2C(F)(F)F)nnc1C1CC1 (stereo not drawn)
69	Cc1c(Cl)c([N+](=O)[O-])nn1CC(=O)NC1=C(C#N)CCC1
70	COc1ccccc1C(=O)NC(C)C(c1cccs1)N1CCN(Cc2ccccc2)CC1 (stereo not drawn)
71	O=C1CCCN1CC1CCCCN1Cc1csc(COc2ccccc2)n1 (stereo not drawn)
72	Cc1ccc(C(=O)N2CCn3c(C)ccc3C2C)cc1 (stereo not drawn)
compound no.,67,68,69,70,71,72
mcGAS inh,-6.9,·,6.7,-4.7,·,·
hcGAS lum,-6.6,-1.4,8.4,-4.8,-7.7,4.8
NPYLR7 ag,26.1,0.4,-19.3,-0.7,3.7,12.4

73	FC(F)(F)c1cc(-c2ccccc2)nc2[nH]c3ccccc3c12
74	O=C(CS(=O)(=O)C1CCCC1)Nc1ccc2nc(C3CCCCC3)[nH]c2c1
75	O=C(Cc1cccnc1)NC1CC(=O)N(Cc2cccc3ccccc23)C1 (stereo not drawn)
76	Cc1ccc(-c2noc(CCN(Cc3ccco3)CC(C)(C)O)n2)cc1
77	CC1(c2ccc3c(c2)OCO3)NC(=O)N(C/C=C/c2ccccc2)C1=O (stereo not drawn)
78	CNS(=O)(=O)c1ccc(C2CC(=O)NCc3nc4ccccn4c32)cc1 (stereo not drawn)
compound no.,73,74,75,76,77,78
mcGAS inh,·,·,·,-4.1,-7.0,-8.3
hcGAS lum,-0.8,-4.2,-4.8,-8.2,-7.0,-3.8
NPYLR7 ag,-0.4,-1.0,3.6,4.5,1.0,14.8

79	COCCN(Cc1cccc(OC)c1)Cc1cccn1Cc1ccc(F)cc1
80	CCn1c(SCC(=O)NC(C)(C)C)nc2c([nH]c3ccccc32)c1=O
81	COc1cc(C#N)ccc1OCc1cc2c(cc1Br)OCCO2
82	CCCN(CC(=O)N(CCOC)Cc1cccn1C)C(=O)c1ccc(C)cc1
83	c1csc(-c2cnc3ccc(-c4ccoc4)nn23)c1
84	CC(C)(C)NC(=O)N1CCn2cccc2C1c1ccc(F)cc1 (stereo not drawn)
compound no.,79,80,81,82,83,84
mcGAS inh,-2.6,-5.1,·,0.4,32.3,·
hcGAS lum,-4.1,-0.6,-5.0,3.7,6.3,-2.4
NPYLR7 ag,7.0,-5.9,-2.4,-2.6,-4.1,8.4
